Bioassay records deposited in PubChem by several laboratories.
AGP1-GFP MLPCN = modulators of AGP1-GFP expression in yeast TOR pathway, primary screen, cell-based, multiplex flow cytometry, S. cerevisiae, MLPCN library. 320,000 tested, 0.02% active. GFP response vs DMSO, % at 10 µM. 3 h; GFP as percent of DMSO wells;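 active = GFP response relative to DMSO above a set limit, near screen average plus 3 SD, cut at about 150% in these data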;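 note: median GFP channel fluorescence of the gated AGP1 strain per well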
CR mimetic SO = reduction of superoxide in aged yeast, primary screen, HTS | S. cerevisiae aged cells, superoxide DHE fluorescence; stronger effect = lower value | superoxide response (% of plate mean), % at 10 µM | 330,000 tested, 0.18% active;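 active = superoxide response under a set limit, about three screen SD below normal, cut at about 65% in these data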;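 note: yeast aged for seven days with compound at 30 °C before DHE staining; 100% = average MFI of all compound-treated wells on the plate with controls excluded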
CIT2-GFP yeast = modulators of CIT2-GFP expression in yeast, primary screen, S. cerevisiae, GFP fusion, multiplex flow cytometry, MLPCN library. S. cerevisiae CIT2-GFP strain, 3 h; 100 means same as DMSO wells. GFP response vs DMSO, % at 10 µM. 320,000 tested, 0.065% active;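 active = GFP response relative to DMSO above a set limit, near the screen mean plus 3 SD, cut at about 150% in these data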;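 note: ratio of well median GFP fluorescence to mean of DMSO wells on the plate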
Efflux pump inh = inhibitors of Candida efflux pumps in yeast, primary screen, S. cerevisiae, Nile Red, multiplex; S. cerevisiae Candida pump triplex; 330,000 tested, 0.44% active; inhibition, % at 10 µM; AID 485275, 2010;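 active = plate passing quality check with inhibition over a set limit, or well fluorescence over plate mean plus 4 SD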;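 note: Nile Red retained in pooled yeast measured as flow cytometry median fluorescence; 0% = buffer negative control and 100% = Enniatin B positive control; higher means more Nile Red kept so more efflux inhibition; some compounds called inactive have numbers as strong as hits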
AHR activator = AHR activators, primary screen, cell-based, luminescence, luciferase reporter, human. Aryl hydrocarbon receptor (Homo sapiens), P35869. AHR-responsive luciferase reporter cells. activation, % at 5 µM. 320,000 tested, 2.5% active. AID 2796, 2010; in the data active = activation above about 47%;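 note: 0% = vehicle wells and 100% = reference agonist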
Target sequence (P35869 whole entry, looked up): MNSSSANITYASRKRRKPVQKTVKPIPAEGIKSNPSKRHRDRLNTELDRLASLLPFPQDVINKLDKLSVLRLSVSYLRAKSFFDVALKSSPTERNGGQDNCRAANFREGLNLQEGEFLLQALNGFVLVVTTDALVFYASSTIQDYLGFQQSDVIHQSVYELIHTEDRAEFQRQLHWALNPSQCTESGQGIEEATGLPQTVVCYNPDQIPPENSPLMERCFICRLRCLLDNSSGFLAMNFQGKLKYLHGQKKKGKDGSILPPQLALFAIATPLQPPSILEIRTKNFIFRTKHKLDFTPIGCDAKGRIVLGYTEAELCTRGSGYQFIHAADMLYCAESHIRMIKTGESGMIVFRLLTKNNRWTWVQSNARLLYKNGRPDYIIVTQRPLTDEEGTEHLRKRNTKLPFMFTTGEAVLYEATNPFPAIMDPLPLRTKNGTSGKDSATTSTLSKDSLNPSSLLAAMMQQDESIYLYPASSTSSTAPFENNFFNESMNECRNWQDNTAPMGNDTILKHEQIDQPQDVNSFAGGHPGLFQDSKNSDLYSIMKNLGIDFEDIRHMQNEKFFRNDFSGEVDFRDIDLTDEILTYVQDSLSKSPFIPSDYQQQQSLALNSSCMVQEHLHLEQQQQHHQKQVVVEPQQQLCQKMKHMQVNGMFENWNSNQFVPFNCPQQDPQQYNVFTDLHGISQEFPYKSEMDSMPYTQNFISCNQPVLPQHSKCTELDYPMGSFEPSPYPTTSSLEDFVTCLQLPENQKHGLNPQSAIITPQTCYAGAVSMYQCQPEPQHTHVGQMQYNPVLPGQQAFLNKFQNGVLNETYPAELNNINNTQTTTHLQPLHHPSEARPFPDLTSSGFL
MEP2 TOR yeast = modulators of MEP2-GFP levels in yeast, primary screen, S. cerevisiae, multiplex flow cytometry, MLPCN library; GFP response vs DMSO, % at 10 µM; AID 2016, 2009; S. cerevisiae MEP2-GFP strain, 3 h; 100% = DMSO control level; 330,000 tested, 0.51% active;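 active = GFP response versus DMSO above a set limit, roughly screen mean plus 3 SD, cut at about 180% in these data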;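 note: median GFP fluorescence of the barcode-gated MEP2-GFP cells per well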
RPL19A-GFP yeast = RPL19A-GFP expression modulators in yeast, primary screen, cell-based, S. cerevisiae, multiplex flow cytometry, MLPCN. percent response vs DMSO, % at 10 µM. S. cerevisiae RPL19A-GFP strain, 3 h; stronger effect = lower value. 330,000 tested, 0.3% active;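 active = percent response vs DMSO below 50%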;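 note: median channel GFP fluorescence of the barcoded RPL19A-GFP strain; ratio of sample median GFP to plate DMSO average so 100% = DMSO; lower means less RPL19A-GFP as with rapamycin TOR inhibition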
LAP4 TOR yeast = modulators of LAP4-GFP expression in yeast, primary screen, S. cerevisiae, multiplex flow cytometry, MLPCN library | 3 h; median GFP as percent of DMSO wells | GFP response vs DMSO, % at 10 µM | 320,000 tested, 0.34% active;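 active = GFP response vs DMSO above a set limit, about the screen mean plus 3 SD, cut at about 150% in these data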
Active calls of the source: *; x = no result given.

nr	molecule	AGP1-GFP MLPCN	CR mimetic SO	CIT2-GFP yeast	Efflux pump inh
1	COc1ccc(S(=O)(=O)N2CCCC(C(=O)N3CCOCC3)C2)cc1OC (stereo not drawn)	103	98	96	0.0
2	CCOC(=O)c1cccnc1SC(CC)C(=O)NCc1ccco1 (stereo not drawn)	114	90	95	-0.2
3	Cc1ccc(C(=O)NC2CCCN(c3ccc(C(F)(F)F)cn3)C2)cn1 (stereo not drawn)	97	97	94	0.1
4	O=C(NCc1ccc2c(c1)OCO2)c1ccncc1	108	113	x	0.0
5	COc1ccc(C(=O)NC(C)c2ccc(-n3ccnc3)cc2)c(OC)c1 (stereo not drawn)	105	99	101	-0.1
6	CCOc1ccccc1NC(=O)C1COc2ccccc2O1 (stereo not drawn)	100	93	99	-0.1
7	COc1ccc(CCNC(=O)CCNS(=O)(=O)c2cccc3nsnc23)cc1OC	94	108	95	0.2
8	COc1cc(OC)c(C2C(C(=O)Nc3ccccc3)=C(C)Nc3ncnn32)cc1OC (stereo not drawn)	99	108	x	-0.3

nr	AHR activator	MEP2 TOR yeast	RPL19A-GFP yeast	LAP4 TOR yeast
1	-1	98	100	91
2	1	102	102	98
3	0	84	102	68
4	9	100	105	123
5	54*	113	102	117
6	x	98	101	97
7	10	97	96	102
8	2	100	99	103

(list continues)
nr	molecule	AGP1-GFP MLPCN	CR mimetic SO	CIT2-GFP yeast	Efflux pump inh
9	Cn1cncc1C#Cc1c(-c2ccc(S(C)(=O)=O)cc2)sc2ccccc12	103	90	93	-0.4
10	Cc1cccc(C)c1NC(=O)C(c1ccc([N+](=O)[O-])cc1)N(C)C(=O)c1ccccn1 (stereo not drawn)	109	101	111	0.0
11	CCOC(=O)c1cnc2ccc(OC)cc2c1Nc1ccc2c(c1)OCCO2	109	102	101	0.1
12	Cn1nnnc1SCC(=O)Nc1ccccc1C(N)=O	109	91	104	-0.2
13	O=C(O)CCN1C(=O)/C(=C\c2ccc(-c3nc4ccccc4s3)o2)SC1=S	95	161	93	0.9*
14	O=C1CCC/C(=N/NC(=O)c2ccc(NS(=O)(=O)c3cccs3)cc2)C1	107	89	107	-0.1
15	Cc1cc(C)nc(SCCS(=O)(=O)Cc2ccccc2)n1	102	102	102	0.0
16	CCc1nnc(NC(=O)c2ccc(S(=O)(=O)N3CCCCC3C)cc2)s1 (stereo not drawn)	100	98	102	0.0

nr	AHR activator	MEP2 TOR yeast	RPL19A-GFP yeast	LAP4 TOR yeast
9	23	105	99	100
10	0	104	109	99
11	2	104	101	113
12	3	108	96	120
13	11	101	98	99
14	6	111	99	110
15	0	106	102	98
16	-1	99	100	95

New compounds follow
nr	molecule	AGP1-GFP MLPCN	CR mimetic SO	CIT2-GFP yeast	Efflux pump inh
17	NC(=O)Nn1c(CCC(=O)O)ccc1-c1ccc(Br)cc1	100	99	99	-0.1
18	Cc1nc2nc(C)c(NS(=O)(=O)c3cccs3)c(=O)n2[nH]1	101	101	99	0.4
19	CC12CCC(=O)N1C(C(=O)NCCN1C(=O)S/C(=C\c3ccccc3F)C1=O)CS2 (stereo not drawn)	103	93	102	-0.1
20	COc1cc(C(=O)OC2CCN(C)CC2)cc(OC)c1OC	95	96	95	-0.1
21	CC1=C/C(=N\N=C2\NC(=O)C(CC(=O)Nc3ccccc3)S2)CC(C)(C)C1 (stereo not drawn)	104	89	106	0.4
22	COc1ccc(CCNC(=O)CN2C(=O)COc3ccc(S(=O)(=O)N4CCOCC4)cc32)c(OC)c1	97	120	99	0.0
23	COc1ccccc1NC(=O)CSc1nncn1-c1cccnc1	111	91	111	0.2
24	Cc1ccc(S(=O)(=O)N2CCCC(C(=O)NCC(C)C)C2)cc1 (stereo not drawn)	96	103	102	0.1

nr	AHR activator	MEP2 TOR yeast	RPL19A-GFP yeast	LAP4 TOR yeast
17	10	91	92	98
18	2	106	106	94
19	2	107	99	100
20	0	96	98	96
21	-1	105	107	97
22	-1	103	98	95
23	8	106	108	104
24	-1	101	103	94

Carrying on:
nr	molecule	AGP1-GFP MLPCN	CR mimetic SO	CIT2-GFP yeast	Efflux pump inh
25	CCCOC(=O)CSc1nc(N2CCOCC2)c2c(c1C#N)CC(C)(C)OC2	100	111	95	-0.1
26	COc1ccc(Nc2nc(N3CCCCC3)nc(N3CCCCC3)n2)c(OC)c1	102	100	102	0.0
27	O=[N+]([O-])c1cc(/C=N/N2CCN(C3c4ccccc4-c4ccccc43)CC2)ccc1Cl	105	100	97	0.0
28	CCc1cccc(OCCCCNCCOC)c1	104	93	104	-0.1
29	Cc1cc(C(=O)OCC(=O)N2CCN(C(=O)c3ccco3)CC2)c(C)n1-c1ccc(F)cc1	97	120	x	0.2
30	COc1ccc(CNC(=O)C2C3C=CC4(CN(Cc5cccnc5)C(=O)C24)O3)cc1 (stereo not drawn)	106	100	100	0.1
31	CCc1ccc(C2=NN(CCC(=O)NC(C)c3ccc4c(c3)OCCO4)C(=O)CC2)cc1 (stereo not drawn)	103	101	97	-0.1
32	O=c1[nH]c(N/N=C\c2ccc(F)cc2)nc2ccccc12	95	92	92	-1.2

nr	AHR activator	MEP2 TOR yeast	RPL19A-GFP yeast	LAP4 TOR yeast
25	0	97	99	92
26	0	100	101	105
27	3	104	96	105
28	1	102	105	115
29	-3	97	98	97
30	0	96	104	101
31	3	99	96	105
32	5	110	98	109

(cont.)
nr	molecule	AGP1-GFP MLPCN	CR mimetic SO	CIT2-GFP yeast	Efflux pump inh
33	O=[N+]([O-])c1ccc(Oc2ccc(OCc3ccccc3)cc2)nc1	91	89	89	0.0
34	CCOC(=O)c1c(C)[nH]c(C(=O)CN2C(=O)NC3(CCCC3)C2=O)c1C	103	107	94	0.0
35	CN(C)CCNC(=O)/C(=C/c1ccc(-c2ccc(Cl)cc2)o1)NC(=O)c1ccccc1	88	98	83	1.1
36	Cc1onc(-c2ccccc2Cl)c1C(=O)O/N=C(\N)c1ccc([N+](=O)[O-])o1	98	111	99	0.0
37	CC(OC(=O)c1ccncc1)C(=O)Nc1cc(S(=O)(=O)N2CCCCC2)ccc1Cl (stereo not drawn)	99	100	91	0.4
38	O=C(C1=C[C@@H]2[C@H]3C(=O)N(c4ccccc4Cl)C(=O)[C@H]3[C@@H](C(=O)c3ccc(Cl)cc3)N2C=C1)c1ccccc1	96	121	85	0.3
39	CCCC(C(=O)NC(C)(C)C)N(Cc1ccccc1Cl)C(=O)c1snc(C(N)=O)c1N (stereo not drawn)	105	103	99	0.0
40	COc1ccc2c(Cl)c(C(=O)NN3CCN(C)CC3)sc2c1	100	84	104	0.0

nr	AHR activator	MEP2 TOR yeast	RPL19A-GFP yeast	LAP4 TOR yeast
33	-7	98	95	92
34	13	96	97	98
35	1	89	90	91
36	10	109	106	111
37	-3	95	98	90
38	0	101	97	111
39	3	109	108	107
40	2	102	104	101

Single records (already shown). Order of values: AGP1-GFP MLPCN	CR mimetic SO	CIT2-GFP yeast	Efflux pump inh	AHR activator	MEP2 TOR yeast	RPL19A-GFP yeast	LAP4 TOR yeast
Record of CN(C)CCNC(=O)/C(=C/c1ccc(-c2ccc(Cl)cc2)o1)NC(=O)c1ccccc1 = 88	98	83	1.1	1	89	90	91
Record of O=[N+]([O-])c1ccc(Oc2ccc(OCc3ccccc3)cc2)nc1 = 91	89	89	0.0	-7	98	95	92

From compound 33 to 40, copied from above:
nr	molecule	AGP1-GFP MLPCN	CR mimetic SO	CIT2-GFP yeast	Efflux pump inh
33	O=[N+]([O-])c1ccc(Oc2ccc(OCc3ccccc3)cc2)nc1	91	89	89	0.0
34	CCOC(=O)c1c(C)[nH]c(C(=O)CN2C(=O)NC3(CCCC3)C2=O)c1C	103	107	94	0.0
35	CN(C)CCNC(=O)/C(=C/c1ccc(-c2ccc(Cl)cc2)o1)NC(=O)c1ccccc1	88	98	83	1.1
36	Cc1onc(-c2ccccc2Cl)c1C(=O)O/N=C(\N)c1ccc([N+](=O)[O-])o1	98	111	99	0.0
37	CC(OC(=O)c1ccncc1)C(=O)Nc1cc(S(=O)(=O)N2CCCCC2)ccc1Cl (stereo not drawn)	99	100	91	0.4
38	O=C(C1=C[C@@H]2[C@H]3C(=O)N(c4ccccc4Cl)C(=O)[C@H]3[C@@H](C(=O)c3ccc(Cl)cc3)N2C=C1)c1ccccc1	96	121	85	0.3
39	CCCC(C(=O)NC(C)(C)C)N(Cc1ccccc1Cl)C(=O)c1snc(C(N)=O)c1N (stereo not drawn)	105	103	99	0.0
40	COc1ccc2c(Cl)c(C(=O)NN3CCN(C)CC3)sc2c1	100	84	104	0.0

nr	AHR activator	MEP2 TOR yeast	RPL19A-GFP yeast	LAP4 TOR yeast
33	-7	98	95	92
34	13	96	97	98
35	1	89	90	91
36	10	109	106	111
37	-3	95	98	90
38	0	101	97	111
39	3	109	108	107
40	2	102	104	101

Additional results follow:
nr	molecule	AGP1-GFP MLPCN	CR mimetic SO	CIT2-GFP yeast	Efflux pump inh
41	COc1ccccc1/C=C/C(=O)NCC(=O)N/N=C(\CCC(=O)O)c1ccccc1	98	108	102	-0.1
42	O=C1CC(N2CCN(c3ccccc3)CC2)C(=O)N1c1cccc(Cl)c1 (stereo not drawn)	95	100	98	0.3
43	CCOC(=O)C1CCN(Cc2ccc(OC)c(OCc3ccccc3)c2)CC1	101	94	109	0.1
44	N#C/C(=C\c1ccco1)C(=O)Nn1cnnc1	98	104	102	-0.1
45	CCOC(=O)Cn1c(=O)oc2cc(S(=O)(=O)N3CCc4ccccc43)ccc21	100	97	97	-0.3
46	Cc1c(C)c2c(OCC(=O)N3CCC(O)CC3)cc3c(c2oc1=O)CCC(C)(C)O3	100	111	98	-0.1
47	Cc1nc2ncccn2c1-c1csc(Nc2ccccc2)n1	108	107	104	0.1
48	OC(COCc1ccc2c(c1)OCO2)CN1CCCCC1 (stereo not drawn)	106	95	102	0.0

nr	AHR activator	MEP2 TOR yeast	RPL19A-GFP yeast	LAP4 TOR yeast
41	14	100	103	92
42	2	105	100	97
43	-1	107	103	93
44	0	98	106	91
45	7	94	101	111
46	-1	108	102	107
47	13	104	104	97
48	1	101	101	98

Other records
nr	molecule	AGP1-GFP MLPCN	CR mimetic SO	CIT2-GFP yeast	Efflux pump inh
49	CN(CCC1CCOCC1)Cc1cn[nH]c1-c1ccc(-c2ccccc2)cc1	109	108	90	0.0
50	CN(C)c1ccc(C2C3CCCc4ccccc4C3=NN2C)cc1 (stereo not drawn)	97	85	88	0.1
51	COC(=O)COc1ccc(S(=O)(=O)Nc2ccc3c(c2)OCO3)cc1	101	118	101	0.0
52	Cn1c(SCC(=O)Nc2sccc2C(N)=O)nc2ccccc2c1=O	98	137	98	0.2

nr	AHR activator	MEP2 TOR yeast	RPL19A-GFP yeast	LAP4 TOR yeast
49	9	102	99	98
50	61*	96	96	111
51	2	96	102	89
52	3	105	99	93
